Source: PubChem BioAssay (several laboratories)
hERG protect: compounds protecting human hERG from proarrhythmic drug block; activation (rescue from dofetilide block), less the hit threshold, % at 10 µM; AID 1511; Q12809; 310,000 compounds, 0.51% hits; CHO-hERG, FluxOR thallium flux, dofetilide IC70 present;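 active = activation above the mean of controls blocked by dofetilide plus 5 SD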;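 note: thallium influx through hERG after potassium depolarization seen as dye fluorescence rise; in these data hits start at about 4.7%; inactives centre near -7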
KCNK9 block: human KCNK9 channel inhibition | HEK293 KCNK9, FluxOR thallium flux fluorescence; hits give low values | 310,000 compounds, 1.2% hits | AID 488922 | Q9NPC2 | B-score at 10 µM;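 active = ratio B-score over 3 SD below the library mean, with starting fluorescence within 5 SD of its mean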;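 note: negative B-score means less thallium flux so channel inhibition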
PolyA inhibitor: yeast polyadenylation inhibition; calls only at 12 µM; 300,000 compounds, 0.02% hits; AID 1875; S. cerevisiae SKY197-pL101 polyadenylation reporter, beta-gal luminescence; efflux-impaired pdr1/pdr3 knockout yeast; score 100 = 6 SD above DMSO;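 active = lowest replicate activity score at least 50, where 100 means six control SD above control mean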;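 note: yeast exposed to compound for 9 h at 30 °C; higher score means more reporter readthrough which indicates perturbed polyadenylation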
KCNK3 block: human KCNK3 channel inhibition, primary screen; CHO-KCNK3 thallium flux, FluxOR fluorescence; hits give low values; O14649; 340,000 compounds, 0.84% hits; B-score at 10 µM; AID 602410;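 active = B-score under library mean minus 4 SD, starting fluorescence ratio at most library mean plus 5 SD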;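 note: more negative B-score means stronger inhibition of thallium flux through KCNK3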
Target sequence (O14649 whole entry, looked up): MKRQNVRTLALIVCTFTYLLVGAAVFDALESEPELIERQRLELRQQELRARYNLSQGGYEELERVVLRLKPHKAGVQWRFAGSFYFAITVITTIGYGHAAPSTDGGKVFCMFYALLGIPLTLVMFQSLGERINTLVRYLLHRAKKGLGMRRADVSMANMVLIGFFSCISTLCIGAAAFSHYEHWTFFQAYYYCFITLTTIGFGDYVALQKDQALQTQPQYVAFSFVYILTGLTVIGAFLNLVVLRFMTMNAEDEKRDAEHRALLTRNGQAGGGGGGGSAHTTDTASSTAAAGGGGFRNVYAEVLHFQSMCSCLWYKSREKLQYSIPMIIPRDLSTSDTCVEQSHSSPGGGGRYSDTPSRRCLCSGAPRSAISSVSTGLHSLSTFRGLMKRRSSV
KCNQ1 block: human KCNQ1 channel inhibition | P51787 | CHO-K1 KCNQ1, FluxOR thallium flux fluorescence; hits give high values | B-score at 10 µM | 310,000 compounds, 1.3% hits | AID 2642;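 active = compounds whose thallium flux B-score, printed positive for inhibition, exceeds three library SD while starting fluorescence stays within three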;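 note: channel opened by potassium depolarization with thallium stimulus after 20 min compound exposure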
Target sequence (P51787 whole entry, looked up): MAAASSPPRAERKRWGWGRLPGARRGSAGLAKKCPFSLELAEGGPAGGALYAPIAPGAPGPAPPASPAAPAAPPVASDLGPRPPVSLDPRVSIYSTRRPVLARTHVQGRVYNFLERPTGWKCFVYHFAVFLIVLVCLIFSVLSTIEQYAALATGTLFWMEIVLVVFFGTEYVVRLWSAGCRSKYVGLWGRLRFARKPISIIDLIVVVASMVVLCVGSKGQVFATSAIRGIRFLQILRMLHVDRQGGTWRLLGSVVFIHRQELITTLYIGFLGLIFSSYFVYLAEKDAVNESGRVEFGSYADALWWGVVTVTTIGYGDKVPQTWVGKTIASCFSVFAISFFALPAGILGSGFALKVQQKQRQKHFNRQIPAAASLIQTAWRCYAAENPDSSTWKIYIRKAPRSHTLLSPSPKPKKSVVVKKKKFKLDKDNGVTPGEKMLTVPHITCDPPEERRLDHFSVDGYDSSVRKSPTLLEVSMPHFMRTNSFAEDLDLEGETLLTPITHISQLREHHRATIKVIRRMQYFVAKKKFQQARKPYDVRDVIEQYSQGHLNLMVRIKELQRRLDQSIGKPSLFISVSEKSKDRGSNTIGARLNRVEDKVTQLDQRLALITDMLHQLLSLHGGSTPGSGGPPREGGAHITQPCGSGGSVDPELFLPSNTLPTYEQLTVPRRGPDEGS
GSK3 alpha inh: inhibitors of human GSK-3 alpha kinase. ADP-Glo luminescence, 60 min. inhibition, % at 10 µM. 320,000 compounds, 0.1% hits;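 in the data active = inhibition above about 50%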;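 note: GST-tagged GSK-3 alpha with peptide substrate and 25 µM ATP; 0% = DMSO neutral wells and 100% = GW8510 positive control wells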
GSK3B inh: blocks human GSK3beta kinase activity; P49841; GST-GSK3beta kinase, ADP-Glo luminescence, 60 min; hits give low values; activity score (negative = inhibition), % at 10 µM; 300,000 compounds, 0.038% hits; AID 2097;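 active = more than half of replicate wells score below -50%, meaning over 50% inhibition versus plate controls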;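 note: 0% = median DMSO wells and -100% = median GW8510 positive control wells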
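Assay system: GST-fused GSK3beta enzyme, cell-free / Medium: Tris pH 7.5 buffer with MgCl2, DTT, BSA, heparin / Also added: peptide substrate plus 25 µM ATP (final) / Compound: 10 µM single point / Timing: kinase reaction with compound 60 min at room temperature / Detection: ADP-Glo luminescence / Benchmarks: DMSO neutral wells and GW8510 at 20 µM as positive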
RGS4 act: potentiators or activators of RGS4 | B-score at 10 µM | 310,000 compounds, 0.92% hits | AID 463111 | HEK293 M3R/inducible RGS4, carbachol calcium flux Fluo4; hits give low values;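 active = B-score of the integrated calcium signal more than 4 SD below the library mean, with starting fluorescence not abnormally high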;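 note: negative B-score means reduced calcium response which marks RGS4 activation or potentiation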
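Detection: kinetic calcium fluorescence imaging with Fluo4-AM dye, 2 µM / Material: HEK293 cells with stable M3R and inducible RGS4 / Schedule: recording 10 s baseline at 1 Hz, 100 s post-agonist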
DYRK1A inh: blocks rat Dyrk1A kinase activity; ADP-Glo luminescence, NFATc1 peptide; inhibition, % at 12.5 µM; AID 504441; 310,000 compounds, 0.43% hits; in the data active = inhibition above about 50%;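 note: plate controls were vehicle with enzyme for no effect and no enzyme for full effect; many of its hits are not listed in these tables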
HDAC3 inh: inhibitors of human histone deacetylase 3. O15379. 320,000 compounds, 0.15% hits. AID 2718. recombinant HDAC3, fluorogenic peptide/trypsin coupled, fluorescence. inhibition, % at 8.3 µM; in the data active = inhibition above about 26%, passing the limit was not always enough
KCNQ1 act: human KCNQ1 channel potentiation or activation. P51787. CHO-K1 KCNQ1, thallium flux FluxOR fluorescence; hits give high values. B-score at 10 µM. 310,000 compounds, 0.35% hits;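 active = fluorescence ratio B-score, a plate-corrected score, at least three library SD, with initial intensity B-score within 5 SD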
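Doses: Single concentration per compound, DMSO matched to controls | Test system: KCNQ1-transfected CHO-K1 cells | Timing: 90 min dye loading and 20 min compound exposure, both at room temperature | Measured by: Kinetic FluxOR thallium fluorescence, 10-s 1-Hz baseline, 110-s post-stimulus read | Medium: Assay buffer with matched DMSO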
An asterisk follows results filed as active; i = inactive; . = no result given.

SMILES	hERG protect	KCNK9 block	PolyA inhibitor	KCNK3 block	KCNQ1 block	GSK3 alpha inh	GSK3B inh	RGS4 act	DYRK1A inh	HDAC3 inh	KCNQ1 act
CN(C)NC(=O)C(NC(=O)c1ccccc1)C12CC3CC(CC(C3)C1)C2 (centres undefined)	-19	i	i	i	i	-2	-1	i	1	1	i
CCN(Cc1ccccc1)S(=O)(=O)c1ccc(C(=O)N(CCCN(C)C)c2nc3cc4c(cc3s2)OCCO4)cc1	-29	i	.	i	7*	-1	2	i	3	10	i
COc1nc(OC)nc(N2CCC(C(=O)NCC3CCCCC3)CC2)n1	-19	i	i	i	i	3	2	i	-8	3	i
CN(C)S(=O)(=O)c1cccc(C(=O)OCC(=O)NCc2ccc3c(c2)OCO3)c1	-8	i	i	i	i	-4	-3	i	-1	4	i
COc1ccccc1CNC(=O)C/C(C)=N/NC(=O)Cc1ccc(OC)c(OC)c1	-6	i	i	i	i	1	-2	i	-4	2	i
CC1CCN(C(=O)CSc2nnc(-c3cc4ccccc4cc3O)n2Cc2ccco2)CC1	-14	i	i	i	i	-3	2	i	-8	-1	i
CC1CCc2[nH]c3ccc(C(=O)N(C)CC(=O)Nc4ccc(F)cc4)cc3c2C1 (centres undefined)	-13	i	i	i	i	-3	2	i	-1	-4	i
COc1cccc(C(=O)NNC(=O)c2cccnc2)c1	-9	i	i	i	i	0	-1	i	6	0	i
CN(C)C=NC(=O)c1cn(-c2ccc(F)cc2)c(=O)c2ccccc12	-11	i	.	i	i	-3	-1	i	-2	7	i
CCc1cccc(C)c1NC(=O)COC(=O)CC1CCCC1	-10	i	i	i	i	.	-3	i	-7	.	i

Of the compounds above, 3 contain an aryl methoxy group.
SMILES	hERG protect	KCNK9 block	PolyA inhibitor	KCNK3 block	KCNQ1 block	GSK3 alpha inh	GSK3B inh	RGS4 act	DYRK1A inh	HDAC3 inh	KCNQ1 act
COc1nc(OC)nc(N2CCC(C(=O)NCC3CCCCC3)CC2)n1	-19	i	i	i	i	3	2	i	-8	3	i
COc1ccccc1CNC(=O)C/C(C)=N/NC(=O)Cc1ccc(OC)c(OC)c1	-6	i	i	i	i	1	-2	i	-4	2	i
COc1cccc(C(=O)NNC(=O)c2cccnc2)c1	-9	i	i	i	i	0	-1	i	6	0	i

The results go on.
SMILES	hERG protect	KCNK9 block	PolyA inhibitor	KCNK3 block	KCNQ1 block	GSK3 alpha inh	GSK3B inh	RGS4 act	DYRK1A inh	HDAC3 inh	KCNQ1 act
Cc1cccc(C)c1NC(=O)COC(=O)c1ccccc1O	-4	i	i	i	i	0	1	i	-11	-7	i
C=CCn1c(SCC(=O)Nc2ncc(Cc3cc(Cl)ccc3Cl)s2)nnc1-c1ccncc1	-6	i	i	i	i	-3	0	i	-1	4	i
O=C(c1ccncc1)N1CCN(C(=O)c2cccc3ccccc23)CC1	-10	i	i	i	i	1	3	i	-5	-5	i
C=C(C)Cn1c(Sc2nc3ccccc3[nH]2)nc2c1c(=O)[nH]c(=O)n2C	-13	i	i	i	i	0	0	i	7	-2	i
Cc1ccc(SCCOCCN2CCc3ccccc3C2)cc1	-12	i	i	i	i	1	-3	i	-1	10	i
Cc1cccc(OCc2occc2C(=O)Nc2cccc(-n3cnnn3)c2)c1	-9	i	i	i	i	-2	-1	i	7	10	i
CCC(=O)Nc1ccc(NC(=O)CN2CCCC(C)C2)c(Cl)c1 (centres undefined)	-2	i	i	i	i	3	-6	i	2	1	i
CC(C)(C)NC(=O)C(c1ccccc1)N(C(=O)CNC(=O)c1cccs1)c1cccnc1 (centres undefined)	-7	i	i	i	i	-1	1	i	0	-5	i
CCc1cccc2c(C(=O)CCl)c[nH]c12	-3	i	.	i	i	.	-1	i	-9	3	i
Cc1sc2nc(CC(=O)N3CCCC3)[nH]c(=O)c2c1C	-15	i	i	i	i	-1	-4	i	-1	1	i

Record cards (already shown). Values in the order: hERG protect | KCNK9 block | PolyA inhibitor | KCNK3 block | KCNQ1 block | GSK3 alpha inh | GSK3B inh | RGS4 act | DYRK1A inh | HDAC3 inh | KCNQ1 act
Record of `C=C(C)Cn1c(Sc2nc3ccccc3[nH]2)nc2c1c(=O)[nH]c(=O)n2C` → -13 | i | i | i | i | 0 | 0 | i | 7 | -2 | i
Record of `CN(C)S(=O)(=O)c1cccc(C(=O)OCC(=O)NCc2ccc3c(c2)OCO3)c1` → -8 | i | i | i | i | -4 | -3 | i | -1 | 4 | i

Next part
Screens by letter – A = hERG protect; B = KCNK9 block; C = PolyA inhibitor; D = KCNK3 block; E = KCNQ1 block; F = GSK3 alpha inh; G = GSK3B inh; H = RGS4 act; I = DYRK1A inh; J = HDAC3 inh; K = KCNQ1 act
compound: CCc1ccc(C(C(=O)NC(C)(C)CC)N(Cc2ccco2)C(=O)Cn2nnc3ccccc32)cc1 (centres undefined)
  A: -7 | B: i | C: i | D: i | E: i | F: -1 | G: 0 | H: i | I: 1 | J: -2 | K: i
compound: Nc1c(Cl)cc(C2=NCCn3c2c2ccc(C(F)(F)F)cc2[n+]3[O-])cc1Cl
  A: -9 | B: i | C: i | D: i | E: i | F: 2 | G: 2 | H: i | I: -4 | J: 1 | K: i
compound: CCC(=O)N1CCc2cc(Br)cc(S(=O)(=O)N(C)c3ccc(OC)cc3OC)c21
  A: -5 | B: i | C: i | D: i | E: i | F: 9 | G: 1 | H: i | I: 4 | J: 1 | K: i
compound: CC1=NN(C(=O)Cn2nc([N+](=O)[O-])c(Br)c2C)C(O)(C(F)(F)F)C1 (centres undefined)
  A: -7 | B: i | C: i | D: i | E: i | F: -3 | G: -2 | H: i | I: -3 | J: 1 | K: i
compound: COc1cccc2c(=O)c3ccccc3oc12
  A: -9 | B: i | C: i | D: i | E: i | F: 1 | G: 1 | H: i | I: 5 | J: -4 | K: i
compound: CC(C)(C)CN1C(=O)C(=O)NC[C@@H]1CCCCN
  A: -2 | B: i | C: i | D: i | E: i | F: 0 | G: 0 | H: i | I: -7 | J: -4 | K: i
compound: O=c1[nH]c(CN(CCO)CCO)nc2c1C1(CCCCC1)Cc1ccccc1-2
  A: -6 | B: i | C: i | D: i | E: i | F: -3 | G: 0 | H: i | I: 3 | J: 5 | K: i
compound: CC(=O)c1c(N2CCN(C)CC2)nc(=S)n(-c2cc(C)ccc2C)c1C
  A: -6 | B: i | C: i | D: i | E: i | F: 9 | G: 1 | H: i | I: -9 | J: 4 | K: i
compound: CSc1ccccc1OCc1cc(C(=O)NCCC2CCCCO2)no1 (centres undefined)
  A: -7 | B: i | C: i | D: i | E: i | F: . | G: 0 | H: i | I: 8 | J: 6 | K: i
compound: CCN(CC)C(=O)COc1ccc(/C(C)=N/Nc2ncc(Cl)cc2Cl)cc1
  A: -10 | B: i | C: i | D: i | E: i | F: -3 | G: -1 | H: i | I: -7 | J: 3 | K: i
compound: Cc1cccc(NC(=O)Nc2cccnc2)c1C
  A: -14 | B: i | C: . | D: i | E: i | F: . | G: 2 | H: i | I: -2 | J: -2 | K: i
compound: Cc1c(NC(=O)COc2c(F)c(F)c(F)c(F)c2F)c(=O)n(-c2ccccc2)n1C
  A: -7 | B: i | C: i | D: i | E: i | F: -1 | G: -23 | H: i | I: -4 | J: 3 | K: i
compound: Oc1ccccc1N1CCN(c2ncnc3sc(-c4ccccc4)cc23)CC1
  A: -8 | B: i | C: i | D: i | E: i | F: -2 | G: -1 | H: -9.4* | I: 4 | J: . | K: i
compound: Cc1ccc(CN2CCN(Cc3nc(C(C)C)cs3)CC2CCO)cc1 (centres undefined)
  A: -9 | B: i | C: i | D: i | E: i | F: -2 | G: -1 | H: i | I: 1 | J: -4 | K: i
compound: O=[N+]([O-])c1ccc(NC2CCCC2)cc1
  A: -3 | B: i | C: i | D: i | E: i | F: -1 | G: -23 | H: i | I: 3 | J: -1 | K: i
compound: CC12CCC(C(=O)Nc3ccccc3)(C/C1=N\O)C2(C)C (centres undefined)
  A: -10 | B: i | C: i | D: i | E: i | F: 2 | G: 1 | H: i | I: 4 | J: 3 | K: i
compound: CCN1CC=C2C(C1)C(c1ccc(Cl)s1)C(C#N)=C(N)C2(C#N)C#N (centres undefined)
  A: -20 | B: i | C: i | D: i | E: 11* | F: 24 | G: -11 | H: i | I: 17 | J: 4 | K: i
compound: CC(C)(C)C1CCC(=O)N(CCSc2ccccc2)CC1 (centres undefined)
  A: -9 | B: i | C: i | D: i | E: i | F: -2 | G: -2 | H: i | I: 5 | J: 0 | K: i
compound: NC(=O)C1CCN(CCS(=O)(=O)c2ccc(Cl)cc2)CC1
  A: -5 | B: i | C: i | D: i | E: i | F: -2 | G: 0 | H: i | I: 1 | J: 1 | K: i
compound: CC(C)(C)c1ccc(C(=S)N2CCN(c3ccccc3)CC2)cc1
  A: -8 | B: i | C: i | D: i | E: 6* | F: -5 | G: 1 | H: i | I: 2 | J: -15 | K: i
compound: Cc1cc(NC(=O)COC(=O)COc2ccc3c4c(c(=O)oc3c2)CCC4)no1
  A: -11 | B: i | C: i | D: i | E: i | F: -1 | G: 4 | H: i | I: 0 | J: -11 | K: i
compound: CC1C2C(C)N(C)C(=O)N(C)C2N(C)C(=O)N1C (centres undefined)
  A: -13 | B: i | C: i | D: i | E: i | F: 0 | G: 0 | H: i | I: -4 | J: 3 | K: i
compound: COc1ccc(C(=O)N2CCN=C2SC)cc1OC
  A: -4 | B: i | C: i | D: i | E: i | F: -1 | G: 0 | H: i | I: -6 | J: -5 | K: i
compound: CC(C)N(C)C(=O)CCc1nnc(CCc2c[nH]c3ccccc23)o1
  A: -8 | B: i | C: i | D: i | E: i | F: 1 | G: 0 | H: i | I: -1 | J: 1 | K: i
compound: COc1ccc(C2CC(c3ccccc3)=NN2C(=O)CN2N=NC3C(=O)N(c4cccc(F)c4)C(=O)C32)cc1 (centres undefined)
  A: -6 | B: i | C: i | D: i | E: i | F: -2 | G: 1 | H: i | I: -9 | J: -6 | K: i

A few values from the results shown.
CCN1CC=C2C(C1)C(c1ccc(Cl)s1)C(C#N)=C(N)C2(C#N)C#N (centres undefined) in DYRK1A inh reads 17
CC(C)N(C)C(=O)CCc1nnc(CCc2c[nH]c3ccccc23)o1 in DYRK1A inh reads -1

This is a subset; rates above refer to the full screens.
